Bioassay records as filed in PubChem BioAssay.
miR-122 sensor = blocks miR-122 activity in Huh7 sensor cells | Huh7 miR-122 Renilla luciferase sensor, 48 h; neutral wells = 0, positive control = 100 | activation (reporter increase), % at 12.5 µM | 0.3% of 340,000 active | AID 602342;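 active means mean replicate activation score at least 90 and every replicate individually at or above 90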;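 further: higher luciferase means less miR-122 activity so hits act as miR-122 inhibitors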
* = called active by the depositor. These rows are one share of the data; rates above refer to the full screens.

CCN(CC)S(=O)(=O)c1ccc(O)c(NC(=O)c2cc(-c3cc(OC)c(OC)c(OC)c3)nc3ccccc23)c1 was read as miR-122 sensor 0.9.
For O=[N+]([O-])c1ccccc1/C=N/n1c(COc2ccccc2)n[nH]c1=S the results were miR-122 sensor 3.5.
`Nc1nnc(C(c2ccccc2)c2ccccc2)s1` gave miR-122 sensor -8.2.
O=C(Nc1ccccc1C1CC1)c1cccs1 was read as miR-122 sensor -1.4.
For CN1C(=O)C(O)(CC(=O)c2ccccn2)c2cc(Br)ccc21 (configuration not stated) the results were miR-122 sensor -0.8.
`C[C@@H]1O[C@@H](OC[C@H]2O[C@@H](Oc3cc(O)c4c(=O)cc(-c5ccc(O)c(O)c5)oc4c3)[C@H](O)[C@@H](O)[C@@H]2O)[C@H](O)[C@H](O)[C@H]1O` gave miR-122 sensor -3.4.
COc1cc(NS(=O)(=O)c2ccc(C)c(C)c2)c(OC)cc1Cl was read as miR-122 sensor 225.7*.
For COc1cc(C2NC(=O)C(C#N)=C(S)N2c2ccccc2)ccc1OC(C)C (configuration not stated) the results were miR-122 sensor -6.3.
`COc1ccc(N2C(=O)C3CCCN3C2c2cccc(F)c2)cc1Cl` (configuration not stated) gave miR-122 sensor -3.2.
Screening CCN(CC)CCCOc1ccc(C)cc1Br returned miR-122 sensor 0.2.
`Nc1nnc(CSCc2ccccc2)s1` gave miR-122 sensor -2.4.
`O=C(NCCN1CCOCC1)c1cc(-c2ccco2)on1` gave miR-122 sensor -7.4.

Next section (2 carried over from the part before).
`Nc1nnc(CSCc2ccccc2)s1` gave miR-122 sensor -2.4.
`O=C(NCCN1CCOCC1)c1cc(-c2ccco2)on1` gave miR-122 sensor -7.4.
O=C(C1CCC(C(=O)N2CCCCC2)CC1)N1CCCCC1 (configuration not stated) was read as miR-122 sensor -5.2.
`CC(C)Oc1cccc(C(=O)NC(=S)Nc2ccc(Cl)c(C(=O)O)c2)c1` gave miR-122 sensor -6.5.
For COC(=O)COc1cccc(NC(=O)c2cccs2)c1 the results were miR-122 sensor 1.8.
`COc1ccc(-c2noc(CCC(=O)N3CCN(c4cc(C)ccc4C)CC3)n2)cc1` gave miR-122 sensor 2.1.
Screening Cc1cc(C)nc(-n2nc(C)cc2NC(=O)c2cccc(S(=O)(=O)N3CCOCC3)c2)n1 returned miR-122 sensor 8.2.
Screening COc1ccc(CCn2c(NN=C3CCCCC3)nc3c2c(=O)[nH]c(=O)n3C)cc1 returned miR-122 sensor -4.9.
`O=C(ON=C1CCN(S(=O)(=O)c2ccccc2)CC1)c1ccc(Cl)cc1` gave miR-122 sensor -3.1.
`CNC(=O)CN(C)S(=O)(=O)c1ccc(F)cc1` gave miR-122 sensor 0.4.
`CS(=O)(=O)Nc1ccc(Cc2ccc(NS(C)(=O)=O)cc2)cc1` gave miR-122 sensor 4.5.
CCCn1c(SC(C)C(=O)O)nc2ccccc21 (configuration not stated) was read as miR-122 sensor -0.5.
CN(C)C(=O)/C(C#N)=C\c1cc(Br)c(Sc2ccc(Cl)cc2)o1 was read as miR-122 sensor -4.6.
`CSCCC(NS(=O)(=O)c1ccc2ccccc2c1)C(=O)OCC(=O)c1ccc(C(C)C)cc1` (configuration not stated) gave miR-122 sensor 3.2.
`Cc1ccc2c(c1)cc1c(=O)[nH]ncn12` gave miR-122 sensor -3.5.
Screening Cc1cccc(Oc2ccc(C(=O)NC3CCSC3=O)cn2)c1C (configuration not stated) returned miR-122 sensor -1.0.
Screening Cc1cc(=O)[nH]c(SCC(=O)C23CC4CC(CC(C4)C2)C3)c1C#N returned miR-122 sensor -16.6.
`CC(=O)Nc1ccc(S(=O)(=O)N(c2cccnc2)S(=O)(=O)c2ccc(NC(C)=O)cc2)cc1` gave miR-122 sensor 39.0.
Screening Cc1cc(Nc2ccc(Cl)cc2)n(-c2cccc(Cl)c2)n1 returned miR-122 sensor 5.0.
`Cc1ccc(-c2csc3ncn(CC(=O)N4CCOCC4)c(=O)c23)cc1C` gave miR-122 sensor 5.2.
`N#Cc1nc(COc2ccc(Cl)cc2)oc1NCc1ccc2c(c1)OCO2` gave miR-122 sensor 15.1.
COc1ccc(Nc2nc(N3CCCC3)nc3ccccc23)c(OC)c1 was read as miR-122 sensor -27.6.
For COc1ccc(NC(=O)C(C/C=C(/C)Cl)C(C)=O)cc1 (configuration not stated) the results were miR-122 sensor -2.2.
Screening CC1CCN(c2nc3ccc(C(=O)O)cc3s2)CC1 returned miR-122 sensor -0.4.
For O=S(=O)(c1ccc(S(=O)(=O)N2CCCN(Cc3ccccc3)C2)cc1)N1CCCCCC1 the results were miR-122 sensor -3.8.
CCOC(=O)c1c(C)c(C(=O)NCc2cccs2)c(C)n1C was read as miR-122 sensor -3.7.
Screening O=C(Oc1ccc(N2C(=O)CCC2=O)cc1)c1ccco1 returned miR-122 sensor 0.1.
`O=C(CN(Cc1ccco1)C(=O)CNS(=O)(=O)c1ccc(Cl)cc1)NCc1ccc(F)cc1` gave miR-122 sensor 10.1.
Screening O=C(Nc1cccs1)NC1CCCC1 returned miR-122 sensor 5.9.
For CCC1(C)Cc2ccccc2C(Nc2c(C)n(C)n(-c3ccccc3)c2=O)=N1 (configuration not stated) the results were miR-122 sensor -2.5.
O=c1oc2cc(OCc3c(F)cccc3Cl)ccc2cc1-c1ccccn1 was read as miR-122 sensor 0.4.
Screening CC(=O)N1CN(C2CCCC2)Cc2c1sc1c2CCCC1 returned miR-122 sensor -0.1.
Screening O=C(CCS(=O)(=O)c1cccc2nsnc12)N1CCN(c2ccccc2F)CC1 returned miR-122 sensor -7.8.
Screening Cc1ccccc1Cn1c(=O)n(CCCC(=O)NCc2ccco2)c(=O)c2sccc21 returned miR-122 sensor 4.8.
`CCCOc1cccc(C(=O)N(Cc2ccc(OC)c(OC)c2)C2CCS(=O)(=O)C2)c1` (configuration not stated) gave miR-122 sensor -2.1.
For CC1CCCN(C/C=C/c2ccccc2[N+](=O)[O-])C1 (configuration not stated) the results were miR-122 sensor 15.9.
`Cc1ccc(-c2nc3ncccn3c2NC2CCCC2)o1` gave miR-122 sensor -5.7.
`CCc1ccc(NC(=O)COC(=O)CCc2nc3cc(S(=O)(=O)N(CC)CC)ccc3n2C)cc1` gave miR-122 sensor 16.4.
For COc1cc(OC)cc(C(=O)NC(=S)Nc2ccc3c4c(cccc24)CC3)c1 the results were miR-122 sensor -1.7.
CCNc1nc(NC(C)C)nc(N(C#N)C(C)C(=O)N(C)C)n1 (configuration not stated) was read as miR-122 sensor -0.3.
Screening COc1ccccc1C(c1nnnn1Cc1ccccc1)N1CCC(C(N)=O)CC1 (configuration not stated) returned miR-122 sensor 29.1.
O=C(N(Cc1ccccc1)c1ccccn1)C12CC3CC(CC(C3)C1)C2 was read as miR-122 sensor 3.7.
Screening COC(=O)C1=C(O)/C(=C\c2ccc(CNC(=O)C(=O)Nc3ccc(C)cc3)o2)N=C1C returned miR-122 sensor 11.5.
Screening C=CCNC(=O)/C(=C\c1ccc([N+](=O)[O-])cc1)NC(C)=O returned miR-122 sensor -7.9.
For COc1ccc(C(=O)N/N=C/C(Br)=C/c2ccccc2)cc1 the results were miR-122 sensor 14.3.
`Cc1cccc(NC(=O)CSc2nnc(-c3ccco3)o2)c1C` gave miR-122 sensor 4.0.
CCOC(=O)c1c(C)n(C)c2ccc(OC)c(NC(=O)CN3CCCCC3)c12 was read as miR-122 sensor -2.8.
For CCOC(=O)c1ccc(NS(=O)(=O)N2CCCCCC2)cc1 the results were miR-122 sensor -5.2.
For Cc1c(Cl)cccc1NC(=O)COC(=O)CCc1nc2ccccc2n1-c1ccccc1 the results were miR-122 sensor -8.3.
COc1ccccc1-n1cnc2cc(NCc3ccccn3)ccc21 was read as miR-122 sensor 17.4.
`Nc1nc2n(n1)C(c1ccc(F)cc1)CC(c1ccc(F)cc1)N2` (configuration not stated) gave miR-122 sensor 1.9.
For CCc1nnc2sc(-c3ccc(NC(=O)c4ccco4)cc3)nn12 the results were miR-122 sensor -5.4.
For COc1ccccc1-c1cc(C(F)(F)F)nc(NCc2ccco2)n1 the results were miR-122 sensor -6.5.
COc1ccc(C2CC(c3ccc(C)cc3)Nc3nc(N)nn32)cc1 (configuration not stated) was read as miR-122 sensor -8.7.
Screening Cc1ccccc1NC(=O)CSc1ccsc1[N+](=O)[O-] returned miR-122 sensor -4.8.
`CCC(C)c1ccc(O)c(/C=N/O)c1` (configuration not stated) gave miR-122 sensor -9.5.
For CC(C)CNC(=O)C1C2C=CC(C2)C1C(=O)O (configuration not stated) the results were miR-122 sensor -2.5.
CCOc1cc2[nH]c(=O)n(CCCN3CCCC3=O)c(=O)c2cc1OCC was read as miR-122 sensor 4.4.
Cc1cccnc1NC(=O)Nc1cccs1 was read as miR-122 sensor -0.8.
For O=S1(=O)CC(O)C(N2CCCCC2)C1 (configuration not stated) the results were miR-122 sensor -2.1.
For CCOc1cc(C(=O)N(CC)CC(=O)Nc2c(F)cccc2F)ccc1OCC(=O)N1CCOCC1 the results were miR-122 sensor -1.0.
COc1ccc(S(=O)(=O)N2CCN(c3ccccn3)CC2)cc1OC was read as miR-122 sensor 0.4.

18 structures from above, sorted by molar mass, smallest number first:
`CCC(C)c1ccc(O)c(/C=N/O)c1` (configuration not stated) gave miR-122 sensor -9.5.
For O=S1(=O)CC(O)C(N2CCCCC2)C1 (configuration not stated) the results were miR-122 sensor -2.1.
Cc1cccnc1NC(=O)Nc1cccs1 was read as miR-122 sensor -0.8.
For CC(C)CNC(=O)C1C2C=CC(C2)C1C(=O)O (configuration not stated) the results were miR-122 sensor -2.5.
Screening C=CCNC(=O)/C(=C\c1ccc([N+](=O)[O-])cc1)NC(C)=O returned miR-122 sensor -7.9.
Screening Cc1ccccc1NC(=O)CSc1ccsc1[N+](=O)[O-] returned miR-122 sensor -4.8.
For CCOC(=O)c1ccc(NS(=O)(=O)N2CCCCCC2)cc1 the results were miR-122 sensor -5.2.
`Nc1nc2n(n1)C(c1ccc(F)cc1)CC(c1ccc(F)cc1)N2` (configuration not stated) gave miR-122 sensor 1.9.
`Cc1cccc(NC(=O)CSc2nnc(-c3ccco3)o2)c1C` gave miR-122 sensor 4.0.
COc1ccccc1-n1cnc2cc(NCc3ccccn3)ccc21 was read as miR-122 sensor 17.4.
COc1ccc(C2CC(c3ccc(C)cc3)Nc3nc(N)nn32)cc1 (configuration not stated) was read as miR-122 sensor -8.7.
For CCc1nnc2sc(-c3ccc(NC(=O)c4ccco4)cc3)nn12 the results were miR-122 sensor -5.4.
O=C(N(Cc1ccccc1)c1ccccn1)C12CC3CC(CC(C3)C1)C2 was read as miR-122 sensor 3.7.
For COc1ccc(C(=O)N/N=C/C(Br)=C/c2ccccc2)cc1 the results were miR-122 sensor 14.3.
CCOc1cc2[nH]c(=O)n(CCCN3CCCC3=O)c(=O)c2cc1OCC was read as miR-122 sensor 4.4.
CCOC(=O)c1c(C)n(C)c2ccc(OC)c(NC(=O)CN3CCCCC3)c12 was read as miR-122 sensor -2.8.
Screening COC(=O)C1=C(O)/C(=C\c2ccc(CNC(=O)C(=O)Nc3ccc(C)cc3)o2)N=C1C returned miR-122 sensor 11.5.
For Cc1c(Cl)cccc1NC(=O)COC(=O)CCc1nc2ccccc2n1-c1ccccc1 the results were miR-122 sensor -8.3.

(listing goes on)
`O=[N+]([O-])c1cccc(Cl)c1NCCNc1ncc(C(F)(F)F)cc1Cl` gave miR-122 sensor -8.1.
COc1ccc(CCNCc2ccc(OCc3ccc(Cl)nc3)c(OC)c2)cc1OC was read as miR-122 sensor -9.0.
CCOCCCN1CN(S(=O)(=O)c2ccc(Cl)cc2)c2nc3ccccc3nc21 was read as miR-122 sensor -1.3.
Screening O=C1CCCN1c1ccc(S(=O)(=O)N2CCC(c3ccccc3)CC2)cc1 returned miR-122 sensor -6.4.
Screening COc1ccc(C2CC(=O)CC(=O)C2n2cncn2)cc1 (configuration not stated) returned miR-122 sensor -0.6.
`COc1cc(NC(=O)Cc2ccccc2OC)cc(OC)c1` gave miR-122 sensor 1.3.
C=CCOC(=O)CCC(=O)Nc1cccc2ccccc12 was read as miR-122 sensor -2.2.
For CCn1c2ccccc2c2cc(/C=N/n3c(C)nnc3C)ccc21 the results were miR-122 sensor 7.0.
For CC(=O)NC(=O)NC1OC(=O)C(Cl)=C1Cl (configuration not stated) the results were miR-122 sensor -9.8.
Screening COc1ccccc1NC(=O)c1ccc(NS(=O)(=O)c2ccc(F)c(F)c2F)cc1 returned miR-122 sensor 6.2.
Screening Cc1cc2oc(=O)cc(CN3CCN(S(=O)(=O)c4ccc5c(c4)OCCO5)CC3)c2cc1C returned miR-122 sensor -1.7.
Cc1[nH]n2c(=O)cc(C(C)(C)C)nc2c1-c1ccccc1 was read as miR-122 sensor 17.3.
`CCCS(=O)(=O)N1CCN(C(=O)CCC2CCCC2)CC1` gave miR-122 sensor -7.3.
`CCOC(=O)c1c(C)n(CCNC(C)=O)c2ccc(OC)cc12` gave miR-122 sensor 1.0.
For CCOC(=O)N1CCN(Cc2oc(CO)cc(=O)c2O)CC1 the results were miR-122 sensor -7.8.
For c1csc(CNc2ncnc3sccc23)c1 the results were miR-122 sensor -17.5.
Screening CC1(C)Cc2c(cnn2-c2ccccc2)C(=O)/C1=N\NC(=O)c1ccncc1 returned miR-122 sensor 9.0.
Screening CCCOC(=O)c1cc(=O)[nH]c2ccccc12 returned miR-122 sensor -6.2.
For O=C1c2ccccc2C2(c3ccccc3)NCCN12 (configuration not stated) the results were miR-122 sensor -2.1.
Screening Cc1ccc(-n2c(C)nnc2SCC(=O)Nc2ccccc2)cc1 returned miR-122 sensor 5.7.
For O=S1(=O)N=C2CCCCCN2C(c2ccncc2)N1 (configuration not stated) the results were miR-122 sensor -12.6.
Screening COc1ccc(-c2nc(-c3ccccc3OC)no2)cc1OC returned miR-122 sensor -13.4.
For CCOC(=O)C1=C(O)CSC1=Nc1ccccc1 the results were miR-122 sensor -9.8.
`Cc1ccc(S(=O)(=O)Oc2ccc(C)cc2/C=N/N=C2\NC(=O)C(C)S2)cc1` (configuration not stated) gave miR-122 sensor -3.8.
`Cc1cc(C)c(NC(=O)/C=C\C(=O)O)c(Cl)c1` gave miR-122 sensor 1.5.
CC(Sc1ccc(Cl)cc1)C(=O)NCc1ccc2c(c1)OCO2 (configuration not stated) was read as miR-122 sensor -4.9.
`Cc1cc(C)nc(SCc2nnc(SCC(=O)Nc3nc(-c4ccccc4)cs3)n2-c2ccccc2)n1` gave miR-122 sensor -8.9.
Screening O=C(Nc1ccc(-n2cnnn2)cc1)C1CCCCC1 returned miR-122 sensor 1.0.
